# LDHA inh – inhibitors of human lactate dehydrogenase A | P00338 | purified LDHA, NADH/diaphorase-resazurin fluorescence; active compounds read low | activity change, % (values are at about 110 or 230 µM) | 0.15% of 480,000 active; in the data active = activity change below about -30%; inconclusive = mostly about -25% to -30%;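 also: plate controls were DMSO wells for no effect and wells without enzyme for full effect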
#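 Enzyme activity of human lactate dehydrogenase 5 (2 nM; 0.06 mM NADH, 0.2 mM pyruvate, 5 min, RT) is measured via a resazurin/diaphorase fluorescence readout of residual NADH.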
# Active calls of the source: *; ? = inconclusive; & = joins results of further samples. Only part of the results is shown; the hit share may differ from the screen's.
LDHA inh,SMILES
-2,O=c1[nH]c(=O)n(-c2ccccc2F)c2c1C(C(F)(F)F)(C(F)(F)F)N=C(c1ccncc1)N2
-2,O=C(Nc1ccccc1Cl)c1nn(Cc2ccccc2)c(=O)c2ccccc12
-3,CCOc1ccc(NC(=O)c2ccc(C#Cc3ccccc3)cc2)cc1
-1,Cc1cc(C)nc(Nc2ncc(O)n2-c2ccc(F)cc2)n1
-6,CC1(C(=O)NCc2ccccc2)CN(S(C)(=O)=O)CC(=O)N1C1CC1 (centres undefined)
-23,C=CCS(=O)(=O)O
2,COCCNc1nc2c(c(=O)n(C)c(=O)n2C)n1CCOC
3,CCCc1c(-c2ccc(Cl)cc2)ncn1CCc1ccccc1OC
0,CCN(CCO)c1nc2sc(C)c(C)c2c2nc(-c3ccccc3)nn12
-1,Cc1[nH]c2ccccc2c1C1c2ccccc2C(=O)N1CCC(=O)N1CCN(c2ccccc2)CC1 (centres undefined)
-5,O=C1CC(c2c[nH]c3ccccc23)c2c(c3ccccc3[nH]c2=O)O1 (centres undefined)
1,O=C1CSc2ccc(C(=O)NCCc3cccnc3)cc2N1
2,CCCCNc1nc(-c2ccc3c(c2)CC(=O)N3)cs1
-10,COC(=O)c1ccc(NC(=O)c2nc3ccccc3n(C)c2=O)cc1
20,CCOc1ccccc1NC(=O)c1ncoc1-c1ccc(OC)cc1
-1,CCCCCCCc1c(C(=O)O)cc(C)cc1C(=O)O
-7,COc1ccc(NC(C)=O)cc1NC(=O)c1nn(C)c(=O)c2ccccc12
-19,CCc1ccc(NC(=O)Cn2nc(Cc3ccncc3)c3ccccc3c2=O)cc1
0,CC(C)NC(=O)Nc1c(NC2CCCCC2)c2ccccc2oc1=O
13,Cc1ccccc1CCNC(=O)C(C)C
3,CCOc1cc(C(=O)OC(C)C(N)=O)ccc1OCC(C)C (centres undefined)
-18,O=C(CCc1ncc(-c2ccc(Cl)cc2)o1)Nc1ccc(F)cc1Cl
0,CC(C)COc1ccc(C(=O)N2CCCCC2CCN2CCCCCC2)cc1 (centres undefined)
-3,Cc1nn(Cc2ccccc2Cl)c(C)c1NC(=O)COCc1cc(-c2ccco2)on1
1,Cc1cc(I)ccc1NC(=O)C1CC2CCC1C2 (centres undefined)
3,CN(Cc1nc2ccccc2[nH]1)S(=O)(=O)c1cc(Br)ccc1Br
9,COc1cc(Cl)c(C)cc1-n1cc(C(=O)c2cc(Cl)ccc2O)cc(C#N)c1=O
3,CN(C)C(CNc1oc(-c2ccc(Cl)cc2)nc1C#N)c1cccs1 (centres undefined)
2,Cc1cc(C)c2nc(SCC(=O)N(C)CCC#N)cc(C)c2c1
7,COc1ccc(OCC(=O)Nc2ccc3oc(-c4cccc(F)c4)nc3c2)cc1
-1,CC(=O)Nc1ccc2oc(-c3cccc4ccccc34)nc2c1
-15,CCCn1nnc(NC(=O)COc2ccc(C(C)CC)cc2)n1 (centres undefined)
5,CC(C)c1ccc(/C=N/NC(=O)c2ccncc2)cc1
-3,O=C(O)Cc1nnc(-c2cc3ccccc3[nH]2)s1
-22,COC(=O)c1cc(NC(=O)c2ccc(OC(F)F)cc2)c(F)cc1F
7,CCCN(C1CCS(=O)(=O)C1)S(=O)(=O)c1ccc(OC)cc1 (centres undefined)
7,C=CCNC(=O)c1cc(-c2ccc(OC)cc2)nc2ccc(C(C)C)cc12
5,COc1ccc(CCNC(=O)CC2Sc3ccccc3NC2=O)cc1OC (centres undefined)
7,CCCCC(=O)Nc1ccc2nc(N3CCN(CC)CC3)cc(C)c2c1
-13,N#Cc1nc(-c2ccco2)oc1N1CCN(C(=O)c2cccc(Cl)c2)CC1
-12,CC1Sc2ccc(C(=O)Nc3nc(-c4cccnc4)cs3)cc2NC1=O (centres undefined)
9,COc1cccc(C(=O)/C(C#N)=C\c2ccc(OC(F)F)c(OC)c2)c1
4,CCOC(=O)[C@]12CCCC=C1N(Cc1ccco1)C(=O)[C@H](CC(=O)NCCc1ccccc1OC)C2
3,CC(C)C[C@@H](CN1CCC[C@H]1CN1C(=O)C(=O)NC[C@@H]1Cc1ccccc1)N1C[C@H](Cc2ccc(O)cc2)N(CCc2ccccc2)C(=O)C1=O
-7,COc1ccc(-c2cc(C(=O)O)c3cc(C)cc(C)c3n2)cc1
-1,O=C(COCC(=O)N1CCN(c2ccccc2)CC1)NCc1ccc2c(c1)OCO2
9,C=CC(=O)OCCSc1nc(N2CCOCC2)nc(N2CCOCC2)n1
-1,O=C(Cn1cnc(S(=O)(=O)N2CCOCC2)c1)Nc1ccc(F)cc1F
2,Brc1ccc(-c2noc(-c3ccncc3)n2)o1
-3,CCOC(=O)[C@]12CCCC=C1N(Cc1ccc(Cl)cc1Cl)C(=O)[C@H](CC(=O)N1CCSCC1)C2
0,CCCOc1ccc(C2c3c(-c4ccccc4O)n[nH]c3C(=O)N2CCO)cc1 (centres undefined)
1,Cc1oc(-c2ccccc2)nc1CC(=O)Nc1cc(S(=O)(=O)N2CCCCC2)ccc1N(C)C
-2,Cc1ccc(C(=O)NCC2CC3c4ccccc4C2c2ccccc23)cc1 (centres undefined)
0,CCOc1cc(C2C=C(C(=O)O)Nc3ncnn32)ccc1OC(C)C (centres undefined)
3,COc1cccc(NC(=O)CN(C)CC(=O)NC(=O)NCc2ccccc2)c1
0,C=C(C)CN(CC)C(=O)Cc1csc(C(C)C)n1
0,CC(C)C[C@H]1CNC(=O)C(=O)N1C[C@@H]1CCCN1C[C@H](Cc1ccccc1)N1C[C@H](Cc2ccccc2)N(CC2CCCCC2)C(=O)C1=O
1,Cc1ccccc1NC(=O)c1ccc2c(c1)NC(=O)CS2
-4,Cc1sc2ncn(CCC(=O)NCc3ccc(CN4CCCCC4)cc3)c(=O)c2c1C
22,COc1ccccc1N1CCN(C(=O)CN2c3ccccc3S(=O)(=O)c3ccccc32)CC1

# (next part)
LDHA inh,SMILES
1,Nc1nc(COC(=O)c2ccc(Cl)cc2)nc2ccccc12
2,O=C1CN(C(=O)CNc2ccccc2C(=O)Nc2ccc(F)cc2)c2ccccc2N1
-38*,O=C(CSc1ncnc2nc[nH]c12)Nc1cc(Cl)ccc1Cl
6,CCC(=O)Nc1ccc(-c2nc3cc(OC)ccc3o2)cc1
-2,Oc1cccc(Nc2nc(-c3ccc(F)cc3F)cs2)c1
2,CCCNC(=O)c1ccc(NC(=O)c2ccc(F)cc2)cc1
-5,O=C(CN1CCCC1c1ccc2c(c1)OCCCO2)Nc1cccc(Cl)c1Cl (centres undefined)
-1,O=C(COCc1nc2ccccc2c(=O)[nH]1)Nc1nc(-c2ccc3c(c2)CCCC3)cs1
-1,CC(C)NC(=O)NC(=O)C(C)N(C)Cc1ccc(F)cc1 (centres undefined)
-4,C[C@@H](c1ccccc1)N1C[C@@H](COCc2ccccc2)Oc2cc(N3CC[C@@H](N(C)C)C3)ccc2S1(=O)=O
-6,Cc1ccc2nc(-c3ccncc3)cc(C(=O)NCc3cccnc3)c2c1
11,Cc1ccccc1N1CCN(C(=O)c2cc3ccccc3[nH]2)CC1
44,c1coc(-c2ccn[nH]2)c1
6,COc1ccc(C(=O)/C=C/c2ccc(C)cc2)c(OC)c1
2,Cc1ccsc1C(=O)OCC(=O)NC(=O)NC(C)(C)C
-1,COc1ccc(C(=O)c2sc(Nc3ccccc3)c(C(N)=O)c2N)cc1
-5,Cc1oc2cc(OC(=O)c3cccs3)ccc2c(=O)c1-c1ccccc1
2,Cc1ccccc1CC(=O)NCC(C)C
8,CC(C)c1ccc(C(C)NC(=O)c2cccc(N(C)C)c2)cc1 (centres undefined)
3,Cc1cccc(-c2ocnc2C(=O)Nc2ccc(C)c(C)c2)c1
-21,Cc1csc(CNC(=O)c2cc(C)c(C)s2)n1
-18,O=c1c2c(nc3nc(NCc4ccccc4Cl)[nH]n13)CCC2
0,CCOc1ccc(C(=O)Nc2sc(C)c(CC)c2C#N)cc1
-4,Cc1cc(C)cc(-n2ncc3c(OCC(=O)NC4CCS(=O)(=O)C4)ncnc32)c1 (centres undefined)
-1,Cc1ccc(C)c(-c2nc3ccccc3c(C(=O)O)c2C)c1
0&12,COc1ccccc1N1CCN(Cc2cc(=O)oc3cc(O)c(Cl)cc23)CC1
?,CC(C)c1ccc(NC(=S)NCc2ccc(F)cc2)cc1
5,COc1ccc(NC(=O)c2cccc(NC(=O)c3ccc(Br)o3)c2)cc1
-8,CC1=C(C(=O)OC(C)C)C(c2cccc(Cl)c2Cl)CC(=O)N1 (centres undefined)
-19,O=C(CCC1CCCCC1)NCCCNC(=O)CCC1CCCCC1

# 4 entries from above in a different format.
CC(C)NC(=O)Nc1c(NC2CCCCC2)c2ccccc2oc1=O
  LDHA inh: 0

Cc1ccccc1CCNC(=O)C(C)C
  LDHA inh: 13

CCOc1cc(C(=O)OC(C)C(N)=O)ccc1OCC(C)C (centres undefined)
  LDHA inh: 3

O=C(CCc1ncc(-c2ccc(Cl)cc2)o1)Nc1ccc(F)cc1Cl
  LDHA inh: -18

# Following part
LDHA inh,SMILES
1,CCOc1ccc(NC(=O)NC2CCN(c3ncccn3)CC2)cc1
7,COc1ccc(C(=O)/C=C/c2ccc(C)cc2)cc1
4,CCOC(=O)NC(C)c1ccc(OC)cc1 (centres undefined)
-1,COc1ccc(CCNC(=O)Nc2cccc(CN3CCOC3=O)c2)cc1
-2,CC(C)NCc1ccc(-c2ccc(C(C)O)cc2)o1 (centres undefined)
-3,COc1cccc(C2CC(=O)Nc3n[nH]c(Nc4ccccc4)c32)c1 (centres undefined)
10,Clc1ccc(N/N=C/C(Br)=C/c2ccccc2)cc1
-6,O=S(=O)(Nc1nc2ccccc2nc1Nc1ccc(C(F)(F)F)cc1)c1ccccc1
4,CCc1cccc2c(C(=O)CSc3nnnn3C3CCCC3)c[nH]c12
1,COc1ccccc1-c1noc2c1C(=O)N(Cc1cn(C3CCCC3)nn1)CC2
1,COc1ccc(NC(=O)COc2ncnc3ccc(Br)cc23)c([N+](=O)[O-])c1
-16,NC(=O)CSc1ncnc2cc(-c3ccc(Cl)cc3)sc12
-3,CCc1ccccc1NC(=O)CCc1c[nH]c2ccccc12
-1,CC1(C)OC(=O)C2=C(C[C@@H](C3CCCC3)O[C@H]2CCc2cccc(Cl)c2)O1
5,CCOc1cccc(C2C(C#N)=C(N)OC(C(C)(C)C)=C2C#N)c1OCC (centres undefined)
-7,COc1ccc(CNc2nc(C(=O)NCc3ccccc3OC)cs2)cc1
-2,CCOC(=O)c1nc2ccccc2nc1NCC(C)c1ccccc1 (centres undefined)
6,CN(CC(=O)NC(C)(C)C)C(=O)CCl
7,Cc1ccc(S(=O)(=O)c2cn(CC(=O)Nc3ccc(C)c(F)c3)c3nc(C)ccc3c2=O)c(C)c1
12,O=C(NCCC1CCCC1)c1cccc2ncccc12
5,CCCCN(C(=O)C(=O)c1c(C)[nH]c2ccccc12)c1ccccc1
10,CC(=O)c1cccc(Nc2nc3ccccc3nc2NS(=O)(=O)c2ccccc2)c1
7,CCOC(=O)C1CCN(CCC(=O)Nc2cc(OC)cc(OC)c2)CC1
-3,CO[C@@H]1CN(C)C(=O)c2cc(NC(=O)NC3CCCCC3)ccc2OC[C@@H](C)N(CCc2ccccc2)C[C@@H]1C
-3,COc1cccc(C2CC(=O)Nc3ccsc32)c1OC (centres undefined)
6,Cc1ccsc1CNCCCN(C)C
7,CC(CC(=O)O)C(=O)c1ccc(Cl)cc1 (centres undefined)
2,CCCNC(=O)C1CCN(c2ncnc3onc(-c4ccc(C)cc4)c23)CC1
3,COc1cccc(/C=C(/C#N)C(=O)c2ccccc2)c1OC(F)F
-4,COc1ccc2nc(NC(=O)c3cc(=O)c4ccc(C)c(C)c4o3)sc2c1

# The closing five entries of the part before open the next one.
LDHA inh,SMILES
6,Cc1ccsc1CNCCCN(C)C
7,CC(CC(=O)O)C(=O)c1ccc(Cl)cc1 (centres undefined)
2,CCCNC(=O)C1CCN(c2ncnc3onc(-c4ccc(C)cc4)c23)CC1
3,COc1cccc(/C=C(/C#N)C(=O)c2ccccc2)c1OC(F)F
-4,COc1ccc2nc(NC(=O)c3cc(=O)c4ccc(C)c(C)c4o3)sc2c1
0,CCCNc1nc2c(c(=O)n(C)c(=O)n2C)n1Cc1ccc(Br)cc1
4,O=C(NNC(=O)c1ccccc1OCC1CCCO1)c1cc2ccccc2cc1O (centres undefined)
0,O=C(CS(=O)(=O)Cc1coc(-c2ccc(F)cc2)n1)NC1CCCCCC1
6,O=C(COc1ncnc2c(Cl)cc(Cl)cc12)Nc1ccc(F)c(Cl)c1
6,COc1ccc(-c2csc(-c3cc4c([nH]c3=O)CC(c3ccco3)CC4=O)n2)cc1F (centres undefined)
0,CCCCN1C(=O)C2(SC(NC(C)=O)=NN2C(C)=O)c2ccccc21 (centres undefined)
-3,Clc1ccc2c(c1)C(c1ccccc1Cl)=Nc1ccc(Cl)cc1C(c1ccccc1Cl)=N2
-6,Cc1cc(NC(=O)c2nn(C)c(=O)c3ccccc23)ccc1Br
5,Cc1cc(OCc2n[nH]c(=S)n2CC2CCCO2)cc(C)c1Cl (centres undefined)
0,CCOC(=O)Cc1ccc(NC(=O)Nc2nnc(N(C)Cc3ccccc3)s2)cc1
4,CC(OC(=O)c1ccc(-n2cnnn2)cc1)C(=O)N1CCc2ccccc21 (centres undefined)
-6,O=C(CCc1cccnc1)Nc1cccnc1
36,COc1ccc(/C=C/C(=O)c2ccc(OC(C)C(=O)O)cc2)cc1O (centres undefined)

# From PubChem BioAssay
